Bioassay records: PubChem BioAssay, several laboratories
NOD2 inhibition = NOD2 signaling inhibitors, cell-based, luminescence, uHTS, HEK293 (AID 1566); 290,000 compounds, 0.63% hits; inhibition, % at 4 µM; hits with a dose series show EC50 in µM; HEK293 NOD2/NF-kB luciferase reporter, luminescence; higher % means a stronger effect; also: many of its hits are not listed in these tables
CSM14.1 death rescue = rescue of cells from ER stress-induced death, primary screen, 384-well, CSM14.1, thapsigargin, ATP luminescence (AID 1222); 190,000 tested, under 10 active; CSM14.1 thapsigargin-induced death rescue, ATP luminescence; higher % means a stronger effect; cellular ATP content (survival), % at 20 µM; hits with a dose series show EC50 in µM;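 active = EC50 below 50 µM in the dose-response confirmation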;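 also: death triggered by thapsigargin at about 15 µM added after 2 h compound pretreatment; cell ATP read after overnight thapsigargin exposure of roughly 18 to 22 hours; normalized against plate controls of thapsigargin alone and 5% DMSO vehicle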
KOR beta-arrestin-1 = KOR antagonists, beta-arrestin recruitment, cell-based, luminescence, uHTS (AID 1778). KOR beta-arrestin recruitment, luminescence, antagonist mode; higher % means a stronger effect. one-dose inhibition, % at 10 µM; IC50 in µM for titrated hits. 290,000 compounds, 0.091% hits; also: strong numbers were not always called active
KOR beta-arrestin-2 = kappa opioid receptor activators – cell-based, luminescence, uHTS, primary screen (AID 1777) | KOR beta-arrestin recruitment, luminescence; higher % means a stronger effect | activation, % at 10 µM, or EC50 in µM where a hit was titrated | 280,000 compounds, 0.02% hits; in the data active = activation above about 50%, passing the limit was not always enough; also: a part of the inactive calls stands beside numbers as strong as those of hits
Yfh1-off respiration = enhancers of respiration in Yfh1-depleted yeast, dose response, Friedreich's ataxia, plus single-dose screen (AID 1465). S. cerevisiae Yfh1-off respiration, WST-1 reduction, 72 h; higher fold induction means a stronger effect. fold induction at 50 µM; hits with a dose series show EC50 in µM. 220,000 compounds, 0.074% hits;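 active = fold induction of absorbance versus untreated yeast above a set limit, then at least 30% activation at any dose in follow-up; inconclusive = repeats straddling the limit, or above it without dose testing; inactive = fold induction below the set limit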;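 also: activators that raise dye reduction in frataxin-depleted yeast; strong numbers were not always called active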
TNAP activation fold = stimulation of alkaline phosphatase TNAP activity – biochemical, luminescent, no phosphate acceptor, uHTS, primary screen (AID 1001). 200,000 compounds, 0.03% hits. one-dose activation fold at 20 µM; EC50 in µM for titrated hits. purified TNAP, luminescent activation assay, no phosphate acceptor; higher activation fold means a stronger effect; in the data active = activation fold from about 3, or a potency from the dose series; inactive = the rest, 99 in 100 with activation fold below about 1.6; also: many of its hits are not listed in these tables
GPR55 beta-arrestin = selective activators of receptor GPR55 – imaging, U2OS cells, beta-arrestin-GFP redistribution, primary screen (AID 1961). U2OS GPR55 beta-arrestin-GFP redistribution imaging; higher % means a stronger effect. one-dose activation, % at 10 µM; EC50 in µM for titrated hits. 290,000 compounds, 0.048% hits;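 active = activation above 40% with more than 50 cells counted in the well; inconclusive = wells holding fewer than 50 cells, flagged as toxic or sparse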;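 also: U2OS osteosarcoma cells stably expressing GPR55 and beta-arrestin-GFP; plate controls were DMSO negative control for no effect and LPI positive control for full effect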
NOD1 NF-kB reporter = NOD1 signaling inhibitors, primary screen, cell-based, luminescence, uHTS (AID 1578) | NOD1-driven NF-kB luciferase reporter cells, luminescence; higher % means a stronger effect | one-dose inhibition, % at 4 µM; EC50 in µM for titrated hits | 290,000 compounds, 1% hits; in the data active = inhibition mostly above about 36%, no sharp cut-off; inactive = mostly below about 34%;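 also: HEK-293T reporter cells stimulated with the NOD1 agonist gamma-tri-DAP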
NTR1 ag = NTR1-driven beta-arrestin-GFP spot formation – imaging, U2OS cells, high content, primary screen (AID 493036); P30989; agonist mode; activation, % at 20 µM; 330,000 compounds, 0.17% hits;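 active = activation at or above 40% of the spot to cytoplasm intensity ratio, with at least 20 cells analyzed; inconclusive = wells under 20 cells, flagged as cytotoxic or low count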;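 also: 0% = DMSO without peptide and 100% = 100 nM NTR1 peptide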
Target sequence (P30989 whole entry, looked up): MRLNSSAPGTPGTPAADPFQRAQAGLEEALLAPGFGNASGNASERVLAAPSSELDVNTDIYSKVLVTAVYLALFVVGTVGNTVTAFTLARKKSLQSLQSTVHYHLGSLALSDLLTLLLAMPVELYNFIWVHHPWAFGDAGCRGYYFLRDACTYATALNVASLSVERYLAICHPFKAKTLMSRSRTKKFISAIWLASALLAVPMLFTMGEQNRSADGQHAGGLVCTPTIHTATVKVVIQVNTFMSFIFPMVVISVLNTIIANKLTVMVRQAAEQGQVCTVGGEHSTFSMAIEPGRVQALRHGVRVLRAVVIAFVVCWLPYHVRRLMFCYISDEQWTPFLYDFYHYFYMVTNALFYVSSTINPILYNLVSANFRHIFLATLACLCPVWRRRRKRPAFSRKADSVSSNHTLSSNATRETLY
NTR1 ag cell count 20 µM = recorded beside NTR1 ag, whose call it bears; cell count; measured here: cell count, cytotoxicity flag
* hit, by the source's call; i = inactive; ? = inconclusive; / = not tested or not shown; [ ] = dose if it differs, or a comment. Rule as the data show it, unless noted: active = inhibition above about 50%; inactive = the rest.

Each structure is followed by: NOD2 inhibition, CSM14.1 death rescue, KOR beta-arrestin-1, KOR beta-arrestin-2, Yfh1-off respiration, TNAP activation fold, GPR55 beta-arrestin, NOD1 NF-kB reporter, NTR1 ag, NTR1 ag cell count 20 µM
O=S(=O)(Nc1ccc2c(c1)OCCO2)c1ccc2oc3ccccc3c2c1
 : 40%, -2.3%, -16%, -0.1%, i, 1.1, -0.2%, 57%, 2.6, 48
CC(=O)Nc1cccc(NC(=O)c2csc(C)c2)c1
 : 8%, /, 19%, 0.9%, /, /, 0.0%, -18%, 2.7, 62
O=[N+]([O-])c1cccc(S(=O)(=O)NCC2CCCO2)c1 (configuration not stated)
 : 6%, -0.6%, 6%, -1.3%, i, 1.1, -0.2%, -26%, 0.5, 63
COC(=O)c1ccc(/C=C(\C#N)C(=O)NC(C)c2ccccc2)cc1 (configuration not stated)
 : -18%, -3.6%, 6%, 0.6%, i, 1, 0.2%, 12%, 1.2, 102
O=c1c(-c2nnc(SCc3ccc(Cl)cc3Cl)o2)cccn1Cc1ccccc1
 : 7%, 6.3%, 6%, -1.0%, i, 1, -0.1%, 9%, 6.0, 73
CC(C)OCCCNC(=O)CN1CCN(Cc2ccc(Cl)cc2)C1=O
 : 1%, /, 6%, 2.9%, /, /, -0.1%, 0%, -1.0, 73
O=[N+]([O-])c1ccc(C(O)CN=Cc2ccc(O)cc2O)cc1 (configuration not stated)
 : -7%, 2.3%, -60%[20 µM], -5.3%, i, 1, 0.0%, -27%, -1.7, 86
CCNC(=O)c1c(NC(=O)C2COc3ccccc3O2)sc2c1CCCC2 (configuration not stated)
 : 27%, -2.7%, 40%, -3.5%, i, 1.1, 0.2%, -21%, 3.8, 55
Cc1ccccc1NC(=S)NC(C)CCc1ccccc1 (configuration not stated)
 : -3%, 1.2%, -151%, -1.0%, i, 1.1, -0.3%, -8%, -0.8, 88
Cc1cccc(N(C(=O)c2cnc3n(c2=O)CCS3)C2CCCCC2)c1
 : 1%, 0.7%, 36%, 4.7%, i, 1.1, 0.6%, -11%, -0.4, 47
CCOC(=O)C1CCN(Cc2cccc(Oc3ccc(Cl)cc3)c2)CC1
 : 5%, /, 14%[20 µM], -6.4%, /, /, 0.3%, -13%, 0.5, 50
Cc1nnc(NN)n(N)c1=O
 : 1%, /, 8%, -5.3%, i, /, -0.1%, -6%, 0.8, 43
O=C(COc1ncnc2ccccc12)c1ccc2c(c1)OCCO2
 : -141%, -3.0%, -3%, 3.5%, i, 1, -0.1%, -83%, -0.5, 31
Cc1cc2c(=O)oc(-c3ccc(F)cc3)nc2s1
 : 2%, 1.1%, -25%[20 µM], /, i, 1, -0.1%, 19%, 2.0, 60
CC1CN(CCc2ccccc2)c2nc3c(c(=O)n(C)c(=O)n3C)n2C1 (configuration not stated)
 : 12%, /, -50%, 7.5%, /, /, -0.2%, -12%, 4.4, 66
COc1cc(NC(=O)CCC(=O)O)nc(OC)n1
 : 13%, -0.9%, -22%, 1.1%, i, 1.2, -0.1%, -6%, 1.3, 60
CCOC(=O)C(C)Oc1cccc2c(=O)n(CC(=O)Nc3cccc(OC)c3)ccc12 (configuration not stated)
 : 11%, -0.9%, 12%, 0.8%, i, 0.9, -0.3%, 3%, 4.7, 65
CCN(Cc1ccccc1)c1ccc(N=Nc2nn(C)c(C)c2[N+](=O)[O-])cc1
 : -7%, -0.1%, 56%, -1.9%, i, 0.6, -0.3%, -15%, 7.2, 46
COc1ccc(Cl)cc1NC(=S)NNC(=O)C1(C)CC1(Cl)Cl (configuration not stated)
 : 0%, 0.1%, -112%[20 µM], /, i, 2.3, 0.3%, -8%, 0.5, 45
CN1CCN(C(=O)c2ccccc2NC(=O)c2cccc(Cl)c2)CC1
 : 9%, /, -7%, -0.2%, /, /, 0.7%, -19%, -1.1, 59
COc1ccc(-c2cc(=O)oc3cc(OC(C)C(=O)NC4CC4)ccc23)cc1 (configuration not stated)
 : -16%, /, 0%[20 µM], /, /, /, -0.1%, 56%, 0.4, 102
Cc1cc(=O)oc(C)c1C(=O)NCCCN1CCN(c2ccccc2F)CC1
 : 2%, -0.3%, -19%, 0.4%, i, 1.1, -0.2%, -16%, -1.5, 74
COC(=O)Nc1ccc(Cn2cc(C(F)(F)F)ccc2=O)cc1
 : 3%, -3.5%, -16%, -1.6%, i, 1, -0.4%, -5%, 3.0, 21
CCOc1ccc2nc(SCC(=O)c3ccc(C)s3)sc2c1
 : -14%, 1.5%, -50%, 6.2%, i, 1.1, -0.1%, -30%, -0.8, 81
O=C(CNC(=S)N(Cc1ccccc1)Cc1cccnc1)NC1CC1
 : 16%, -1.0%, -14%, -1.5%, i, 1, 0.2%, -19%, 0.4, 23
O=C(CN(C(=O)c1csnn1)c1ccccc1C(F)(F)F)NCc1ccccc1
 : 6%, /, 4%, -2.1%, /, /, -0.3%, -20%, -0.3, 38
O=C(O)c1cccc(Nc2nc(N3CCOCC3)nc(N3CCOCC3)n2)c1
 : 2%, -2.0%, 7%, -1.0%, i, 1.1, -0.1%, -19%, -1.5, 66
COCCCN1C(=O)c2ccc(C(=O)N3CCN(c4ccc(OC)cc4)CC3)cc2C1=O
 : 23%, /, -22%, 1.7%, /, /, 0.6%, -1%, -0.6, 51
Cc1nnsc1NC(=O)OCCCl
 : 5%, -2.6%, -19%, 3.6%, i, 1, -0.1%, -15%, 0.3, 63
CC(=O)c1ccc(OC(=O)c2cccs2)cc1
 : 1%, /, 11%, -3.8%, i, 1.1, 0.3%, -23%, 0.3, 71

Entries of single compounds from above. Order of values: NOD2 inhibition	CSM14.1 death rescue	KOR beta-arrestin-1	KOR beta-arrestin-2	Yfh1-off respiration	TNAP activation fold	GPR55 beta-arrestin	NOD1 NF-kB reporter	NTR1 ag	NTR1 ag cell count 20 µM
`O=[N+]([O-])c1cccc(S(=O)(=O)NCC2CCCO2)c1` (configuration not stated) reads 6%	-0.6%	6%	-1.3%	i	1.1	-0.2%	-26%	0.5	63
`CCOc1ccc2nc(SCC(=O)c3ccc(C)s3)sc2c1` reads -14%	1.5%	-50%	6.2%	i	1.1	-0.1%	-30%	-0.8	81

(further entries)
Each structure is followed by: NOD2 inhibition, CSM14.1 death rescue, KOR beta-arrestin-1, KOR beta-arrestin-2, Yfh1-off respiration, TNAP activation fold, GPR55 beta-arrestin, NOD1 NF-kB reporter, NTR1 ag, NTR1 ag cell count 20 µM
O=C(O)CSCC(=O)NCc1ccccc1
 : -52%, -1.0%, -4%, 0.4%, i, 1.1, -0.2%, -6%, 1.5, 46
COC(=O)C1Cc2ccccc2CN1S(=O)(=O)c1ccc(C)cc1 (configuration not stated)
 : 0%, /, 3%[20 µM], /, /, /, 0.5%, 17%, 1.8, 68
Cc1nc2n(n1)C(O)c1cc([N+](=O)[O-])ccc1S2 (configuration not stated)
 : 13%, 0.5%, -1%, -1.9%, i, 1.1, -0.2%, -32%, 0.7, 50
CCOC(=O)c1nnn(-c2nc(OC)nc(N3CCCC3)n2)c1-c1ccccc1
 : 13%, -1.2%, 15%, -3.7%, /, 1.1, 0.1%, 2%, 4.9, 86
O=C(CCN1CCOCC1)c1ccc(Br)cc1
 : -5%, -4.4%, -24%[20 µM], -2.4%, ?, 1.1, 0.5%, -27%, 0.3, 53
CC(C)CN1C(=O)c2ccc(C(=O)Nc3ccc(OCC(=O)O)cc3)cc2C1=O
 : 3%, /, -25%, 1.2%, /, /, -0.1%, 5%, -0.8, 52
CCCCN(C(=O)NCCCCCCNC(=O)N(CCCC)C1CCS(=O)(=O)C1)C1CCS(=O)(=O)C1 (configuration not stated)
 : 12%, /, 39%, 1.2%, /, /, -0.2%, -13%, -0.3, 60
CCC(c1nnnn1Cc1ccc2c(c1)OCO2)N1CCN(c2ccccc2)CC1 (configuration not stated)
 : -15%, -0.4%, -19%, /, i, 1, 0.0%, 0%, -0.7, 62
O=C(Nc1ccc(Cl)c([N+](=O)[O-])c1)C(Sc1ccccc1)c1ccccc1 (configuration not stated)
 : -5%, 0.1%, 29%, 4.1%, i, 1, -0.5%, -2%, 15, 39
Cc1nc(Nc2ccccc2)sc1C(=O)c1ccc(F)cc1
 : -125%, /, 17%, -1.5%, /, /, 0.7%, -20%, 5.9, 43
CCCCN(C(=O)C(C)Oc1ccc(Br)cc1)c1c(N)n(Cc2ccccc2)c(=O)[nH]c1=O (configuration not stated)
 : -9%, /, 3%, 9.1%, /, /, 1.1%, 7%, 0.8, 54
Cc1cc(C)n(C(=O)c2c([N+](=O)[O-])cnn2C)n1
 : 16%, -1.1%, -2%, -1.8%, i, 1.1, -0.3%, -37%, 0.1, 55
Cc1ccc(CN2CC(C(=O)Nc3ncccc3C)CC2=O)cc1 (configuration not stated)
 : 8%, /, -11%, 3.9%, /, /, 0.0%, -15%, -0.2, 52
COC(=O)c1sc2nc(-c3ccccc3)c3c(c2c1N)CCCC3
 : 2%, 3.0%, 11%, -1.3%, i, 1.1, 0.0%, 18%, 9.4, 65
CCOc1cc(/C=N/NC(=O)c2ccc(O)cc2)ccc1Oc1nc(Cl)ncc1F
 : 11%, 1.5%, -13%, 3.8%, i, 1.1, 0.7%, 11%, 8.4, 92
O=c1c2ccccc2[nH]c(=S)n1CCC1=CCCCC1
 : -14%, -1.4%, -7%, 0.8%, i, 1.2, -0.4%, 10%, 2.7, 81
CN(Cc1nc2ccccc2n1C)S(C)(=O)=O
 : 5%, -2.2%, 11%, -4.0%, i, 1.1, -0.1%, -4%, -1.8, 76
CC(=O)c1cccc(NC(=S)N2CCN(CCN3C(=O)c4cccc5cccc(c45)C3=O)CC2)c1
 : 9%, -0.4%, -24%, 2.8%, i, 1, 0.1%, -24%, 4.0, 50
CS(=O)(=O)N(CC(=O)NCCSc1ccccc1)c1ccc2c(c1)OCO2
 : -1%, 0.1%, 8%, 1.7%, i, 1.1, 0.0%, -14%, -0.5, 46

Four entries from above, arranged by number of heavy atoms, high to low.
Each structure is followed by: NOD2 inhibition, CSM14.1 death rescue, KOR beta-arrestin-1, KOR beta-arrestin-2, Yfh1-off respiration, TNAP activation fold, GPR55 beta-arrestin, NOD1 NF-kB reporter, NTR1 ag, NTR1 ag cell count 20 µM
CC(=O)c1cccc(NC(=S)N2CCN(CCN3C(=O)c4cccc5cccc(c45)C3=O)CC2)c1
 : 9%, -0.4%, -24%, 2.8%, i, 1, 0.1%, -24%, 4.0, 50
COC(=O)C1Cc2ccccc2CN1S(=O)(=O)c1ccc(C)cc1 (configuration not stated)
 : 0%, /, 3%[20 µM], /, /, /, 0.5%, 17%, 1.8, 68
Cc1nc(Nc2ccccc2)sc1C(=O)c1ccc(F)cc1
 : -125%, /, 17%, -1.5%, /, /, 0.7%, -20%, 5.9, 43
O=C(CCN1CCOCC1)c1ccc(Br)cc1
 : -5%, -4.4%, -24%[20 µM], -2.4%, ?, 1.1, 0.5%, -27%, 0.3, 53

An excerpt; the hit share may differ from the screen's.
